Screening results from PubChem BioAssay.
ABCG2 inh: human ABCG2 inhibition, ABCB1 as counter-screen; AID 1325; hit rate 0.1% among 190,000; inhibition, % at 6.6 µM; Q9UNQ0; IgMXP3 cells, JC-1 efflux, flow cytometry;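 active = inhibition above 80%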;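 also: 0% = DMSO and 100% = nicardipine control wells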
Target sequence (Q9UNQ0 whole entry, looked up): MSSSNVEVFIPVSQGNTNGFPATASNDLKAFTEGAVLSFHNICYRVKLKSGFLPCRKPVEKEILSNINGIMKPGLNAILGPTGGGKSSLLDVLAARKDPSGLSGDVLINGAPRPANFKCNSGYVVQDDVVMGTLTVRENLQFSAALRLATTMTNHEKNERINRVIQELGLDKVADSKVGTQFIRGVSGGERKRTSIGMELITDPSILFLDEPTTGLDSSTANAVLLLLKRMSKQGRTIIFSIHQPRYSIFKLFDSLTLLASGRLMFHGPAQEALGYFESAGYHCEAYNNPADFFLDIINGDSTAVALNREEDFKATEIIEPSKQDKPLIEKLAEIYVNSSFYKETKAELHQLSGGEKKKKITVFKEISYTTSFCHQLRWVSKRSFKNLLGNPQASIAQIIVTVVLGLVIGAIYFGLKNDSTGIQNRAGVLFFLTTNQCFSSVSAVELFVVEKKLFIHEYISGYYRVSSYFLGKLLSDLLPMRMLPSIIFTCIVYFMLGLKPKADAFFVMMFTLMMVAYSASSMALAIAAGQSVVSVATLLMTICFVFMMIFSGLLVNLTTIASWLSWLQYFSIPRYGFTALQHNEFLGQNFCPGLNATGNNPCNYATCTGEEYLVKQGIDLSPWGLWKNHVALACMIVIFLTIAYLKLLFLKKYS
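Test system: IgMXP3 (ABCG2) plus far-red-tagged CCRF-Adr (ABCB1) cells. Reagent: JC-1 dye as substrate. Timing: 10 min exposure at 25 °C with rotation, no wash. Measured by: flow cytometric JC-1 green MFI at 530 nm. Read-out: percent efflux inhibition, scaled nicardipine 100% to DMSO 0%. Control set: nicardipine and DMSO wells.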
Bim-Bcl-XL: inhibitors of Bim-Bcl-XL interaction, human | Q07817 | Bim peptide-Bcl-XL binding, bead flow cytometry, fluorescence | inhibition, % at 10 µM | hit rate 0.04% among 190,000 | AID 1007
RGS8-Gao reg: human RGS8-Galphao interaction regulation. multiplexed bead flow cytometry, RGS8-Galphao binding; actives lie on both sides. response (percent of control binding), % at 10 µM. hit rate 0.34% among 220,000; in the data active = response below about 60% or above about 140%; inactive = in between;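 also: Galphao activated as the GDP aluminium fluoride complex binding bead-coupled RGS8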
Bcl-2 Bim block: inhibitors of Bim-Bcl-2 interaction, human. Bead-based flow cytometry, Bim peptide-Bcl-2 binding. hit rate 0.06% among 190,000. P10415. inhibition, % at 10 µM. AID 950; in the data active = inhibition above about 40%; inconclusive = no clear call, values can overlap the other calls;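 also: 0% = no compound wells with probe peptide and 100% = reference peptide inhibitor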
Target sequence (P10415 whole entry, looked up): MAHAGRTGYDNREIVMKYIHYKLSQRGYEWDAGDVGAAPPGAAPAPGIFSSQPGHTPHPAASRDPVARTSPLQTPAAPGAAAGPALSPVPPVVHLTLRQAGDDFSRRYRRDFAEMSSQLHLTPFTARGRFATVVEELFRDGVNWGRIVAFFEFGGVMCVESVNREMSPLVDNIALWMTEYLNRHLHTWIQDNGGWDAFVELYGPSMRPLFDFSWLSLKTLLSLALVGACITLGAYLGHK
RGS7-Gao: modulates binding of RGS7 to human Galphao | P09471 | Multiplexed bead flow cytometry; actives lie on both sides | binding response (% of control), % at 10 µM | hit rate 0.35% among 220,000; in the data active = binding response below about 49% or above about 150%; inconclusive = no clear call, values can overlap the other calls; inactive = in between;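 also: fluorescent Galphao held in activated GDP-AlF4 state binding bead-coupled RGS7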
Bim-Bfl-1: inhibitors of Bim-Bfl-1 interaction, human; AID 1008; inhibition, % at 10 µM; hit rate 0.12% among 190,000; Bead-based flow cytometry, Bim-Bfl-1 binding inhibition;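 also: 0% = wells without compound plus tracer and 100% = blocker peptide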
Bcl-B Bim block: inhibitors of Bim-Bcl-B interaction, human | Q9HD36 | bead-based flow cytometry, Bim peptide-Bcl-B binding | inhibition, % at 10 µM | hit rate 0.073% among 190,000 | AID 951;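 also: 0% = tracer peptide without compound and 100% = reference inhibitor peptide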
RGS4-Gao reg: human RGS4-Galphao interaction regulation. P09471. Multiplexed bead flow cytometry, RGS4-Galphao binding; actives lie on both sides. binding response (% of control), % at 10 µM. hit rate 0.33% among 220,000. AID 1415; in the data active = binding response below about 49% or above about 150%; inactive = in between;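 also: fluorescent Galphao activated with aluminum fluoride binding bead-coupled RGS4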
Bcl-W Bim block: disrupts Bim peptide binding to human Bcl-W | Q92843 | bead-based flow cytometry | inhibition, % at 10 µM | hit rate 0.02% among 190,000;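 also: 0% = bound tracer without compound and 100% = peptide blocker; higher means less fluorescent Bim peptide bound to Bcl-W beads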
ABCB1 block: human ABCB1 inhibition, ABCG2 as counter-screen | CCRF-Adr cells, JC-1 efflux, flow cytometry | inhibition, % at 6.6 µM | hit rate 0.067% among 190,000 | AID 1326; in the data active = inhibition above about 40%;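 also: 0% = vehicle and 100% = reference inhibitor; higher value means more JC-1 retained so stronger ABCB1 efflux block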
Bim-Mcl-1: inhibitors of Bim-Mcl-1 interaction, human. inhibition, % at 10 µM. Bead-based flow cytometry, Bim peptide-Mcl-1 binding. hit rate 0.1% among 190,000. AID 1009;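 also: 0% = no compound tracer wells and 100% = peptide blocker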
* = called active by the depositor; ? = inconclusive; nt = not tested or not shown. Rule as the data show it, unless noted: active = inhibition above about 40%.

structure	ABCG2 inh	Bim-Bcl-XL	RGS8-Gao reg	Bcl-2 Bim block	RGS7-Gao	Bim-Bfl-1	Bcl-B Bim block	RGS4-Gao reg	Bcl-W Bim block	ABCB1 block	Bim-Mcl-1
Cc1ccccc1-c1nc(S(=O)(=O)c2ccc(Cl)cc2)c(NCCN2CCOCC2)o1	3	-3	100	-12	96	-12	-5	98	0	1.7	-2
CCOC(=O)c1cc(-c2ccco2)nc2c1c(C)nn2-c1cccc(Cl)c1	6	-3	101	-5	98	-6	-8	98	1	-0.3	0
Cc1cccc(N2CC(C)Cn3c2nc2c3c(=O)n(CC(=O)OCc3ccccc3)c(=O)n2C)c1 (stereo not drawn)	1	2	101	-9	101	-12	-8	104	2	1.9	0
O=C1c2cccnc2Oc2ccc(Cl)cc2N1Cc1ccc(F)cc1	17	-1	79	0	91	-2	2	94	0	2.4	0
CN1CCCN(C(=O)C2CCC(C(=O)N3CCCN(C)CC3)CC2)CC1 (stereo not drawn)	2	0	102	0	?	-5	-3	101	1	0.5	-1
Cc1nn(-c2ccc(F)cc2)c(C)c1NS(=O)(=O)c1ccc2ccccc2c1	6	0	97	0	94	0	0	93	-1	0.8	3
CNc1ncc(C(=O)c2ccc(Cl)c(Cl)c2)s1	4	0	97	-1	93	-6	-1	94	0	0.5	0
CCCOc1ccc(Cn2cnc3ccccc32)cc1	5	0	100	-10	99	-12	-9	101	0	0.0	0
NC(=O)C1(N2CCCCC2)CCN(CC(=O)Nc2ccccc2-c2ccccc2)CC1	0	-3	108	-6	103	-1	0	98	-3	1.0	-1
COc1cc(C(=O)OCC(=O)c2cc(C)n(C)c2C)cc(OC)c1OC	-1	-3	102	-9	101	-10	-4	103	2	0.1	2
CSCCC(NC(=O)C1CCC(C)CC1)C(=O)NCc1ccco1 (stereo not drawn)	2	-4	97	3	100	-2	0	98	7	0.2	-4
CC(OC(=O)c1ccncc1)C(=O)NC1CCCC1 (stereo not drawn)	1	2	102	1	102	-5	-2	98	1	0.3	8
COc1cc(C(=O)NCc2nnc(SCC(=O)Nc3nccs3)o2)cc(OC)c1OC	0	-1	91	3	103	6	-1	114	1	0.1	1
O=C(c1ccc([N+](=O)[O-])cc1)N(c1ccccn1)c1ccccn1	2	-1	98	-7	97	-5	0	96	-2	0.8	0
O=C(NCc1ccco1)c1ccc2c(=O)n(-c3ccccc3)c(=O)n(Cc3cccc(F)c3)c2c1	0	-3	nt	2	nt	3	-9	nt	-2	0.5	-2
O=C(Cc1ccc(Br)cc1)Nc1cccc(Cl)c1	15	0	108	-3	?	-5	-2	113	1	2.2	0
Cc1ccc(Cl)c2c1NC(=O)C2(O)CC(=O)c1ccc(F)cc1 (stereo not drawn)	1	-7	100	-8	98	-13	-9	98	0	0.5	-3
O=C(NCc1ccco1)c1ccc(Cn2c(=O)c3ccccc3n(Cc3cccc(Cl)c3)c2=O)cc1	1	-6	100	-6	109	-8	-5	120	0	2.0	-1
Cn1c(CN2CCCC2)nc2cc(NC(=O)c3cccs3)ccc21	23	-3	72	-1	91	1	-3	90	-5	3.0	-3
O=c1c2cc(NC(=S)NC3CCCC3)ccc2nc2n1CCCCC2	3	-2	104	-4	?	-4	-6	99	-2	0.2	-2
Cc1ccc(S(=O)(=O)/N=C(\N)Nc2nc(C)c3cc(C)ccc3n2)cc1	14	-7	103	-10	104	-13	-6	105	2	1.9	4
Cc1ccc(C)c(NC(=O)CCC(=O)N/N=C/c2ccc[nH]2)c1	0	3	100	0	103	2	3	102	0	-0.1	-1
O=CNc1ccc(S(=O)(=O)NCc2ccccc2)cc1	1	-1	102	-3	103	-12	-10	103	0	0.2	1
CCc1ccccc1OCC(=O)Nc1nc(-c2cccnc2)cs1	3	4	100	4	97	4	6	100	1	0.7	-1
CC(C)CCNC(=O)CN(C)S(=O)(=O)c1cccc2nsnc12	1	0	99	3	110	-3	-2	102	0	0.3	0
CC(Nc1ccccc1)C(=O)Nc1ccc(F)cc1 (stereo not drawn)	3	-3	103	-3	107	-3	-1	103	-1	0.8	-1
Cc1nc(-c2ccccc2)ccc1C(=O)O	4	-1	107	0	112	0	-11	113	-2	1.4	1
CCc1ccc(S(=O)(=O)Nc2cc(SCC(=O)O)c(O)c3ccccc23)cc1	-1	2	90	4	92	1	0	96	8	-0.6	4
O=C(COC(=O)/C=C/c1ccc(Cl)cc1)NCCN1C(=O)CSC1=O	3	-3	100	-1	97	-2	-2	100	1	-0.2	0
CCOC(=O)C(C)Sc1nnc(CSc2nc3nc(C)cc(C)n3n2)o1 (stereo not drawn)	4	-9	101	-8	99	-18	-12	100	-5	0.2	-4
Cc1cc(C)cc(-n2nnnc2SCC(=O)N2CCOCC2)c1	2	-2	97	0	98	3	-3	99	-1	0.9	-2
Cc1ccc2cc3c(NC(=O)C4CCCO4)nn(CC(C)C)c3nc2c1 (stereo not drawn)	3	-1	99	-8	104	-10	-8	107	0	0.9	-2
O=C(NCCc1c[nH]c2ccccc12)/C(=C\c1ccco1)NC(=O)c1ccco1	7	-1	107	0	102	1	-3	106	0	0.7	-3
Cc1ccc(S(=O)(=O)NC(CC(C)C)C(=O)Oc2ccc3c4c(c(=O)oc3c2)CCC4)cc1 (stereo not drawn)	4	-1	71	-6	81	-3	-4	85	-2	1.7	-2
CC(C)(C)NC(=O)C12CCC(C)(c3nc4ccccc4nc31)C2(C)C (stereo not drawn)	2	-4	104	-6	108	-11	-8	101	2	0.8	2
Cc1ccc(/C=N/NC(=O)c2csc3c2CCCC3)cc1	17	-11	102	-13	97	-24	-11	100	-6	0.3	-8
C=CCn1c(N2CCOCC2)nc2c1c(=O)[nH]c(=O)n2C	8	-2	100	-2	95	-1	0	99	2	0.8	0
CCOC(=O)c1cnn(-c2nc(-c3ccccc3F)cs2)c1C(F)(F)F	2	0	99	0	98	-2	1	100	0	0.0	0
COc1ccc(/C=N/NC(=O)CNC(=O)c2ccc(S(=O)(=O)N3CCCC3)cc2)c(OC)c1	-1	-3	101	-5	102	-9	-5	104	-1	-0.1	0
O=C(CCc1nc2ccccc2[nH]1)N1CCN(C(=O)c2ccco2)CC1	5	-2	66	0	50	0	-4	50	2	0.8	-1
CCN(Cc1ccncc1)C(=O)c1cc(Br)cc(Br)c1O	0	2	104	0	103	-3	3	103	2	0.0	3
O=[n+]1c2c(n([O-])c3cc(F)ccc31)CCCC2	nt	-2	100	-1	100	-9	-2	103	3	nt	6
O=C(CN1CCOCC1)c1c[nH]c2ccccc12	1	-1	102	2	98	0	0	104	0	0.4	1
O=C(Nc1ccc2c(c1)OCO2)c1ccc(Br)s1	6	0	99	-6	102	-10	-8	94	0	0.4	0
Cc1cc(C)cc(N(C(=O)C(F)(F)F)C(C(=O)NC2CCCCC2)c2cccs2)c1 (stereo not drawn)	2	-11	97	-13	97	-13	-4	97	-12	0.5	-8
O=C(NC1CC1)C1CCN(C2CCN(C(=O)Cc3ccc4c(c3)OCO4)CC2)CC1	3	-4	102	-5	98	-7	-4	100	-1	0.5	-2
CC(=C\C(=O)O)/C(=C/c1ccc(C)o1)C(=O)O	1	-5	81	-3	98	8	-10	102	-4	0.3	-7
CCCCOc1ccc(NC(=O)CCSc2nccn2C)cc1	13	2	98	0	?	6	-39	102	0	1.4	5
COc1cccc(C(=O)NC2CC3CCCC(C2)N3CC(=O)Nc2ccc(N(C)C)cc2)c1 (stereo not drawn)	40	-5	99	-8	95	-8	-11	103	0	0.6	0
CC(C)(C)n1ncc2c(=O)n(CC(=O)N3CCCc4ccccc43)cnc21	0	0	102	-8	97	-13	-11	99	0	0.2	-4
CC(C)c1ccc(NS(=O)(=O)c2ccc(Cl)nc2)cc1	2	-4	99	-6	97	-8	-6	98	-5	0.4	-2
CCOC(=O)CNS(=O)(=O)c1cc(-c2nnc(Nc3ccc4c(c3)OCO4)c3ccccc23)ccc1C	18	-12	100	-8	97	-18	-10	95	-4	3.8	-13
Cc1nc(CN2CCCCC2)cc(=O)[nH]1	0	1	99	0	94	7	6	96	-1	0.8	-1
Clc1ccc2nc(CSc3nncn3-c3ccccc3)cn2c1	10	-13	100	-8	100	-15	-11	99	-1	-1.5	-2
CNC(=O)COC(=O)c1cc(-c2ccc(OC)cc2)nc2ccccc12	13	-1	102	0	105	0	1	100	1	2.1	2
CC(=O)N1CCCc2cc(S(=O)(=O)Nc3ccc4c(c3)OCO4)ccc21	0	-1	99	0	98	0	-4	99	2	-0.2	-6
O=C(CNC(=O)C(c1ccccc1)c1ccccc1)N/N=C\c1ccc2c(c1)OCO2	-4	9	82	21	95	12	3	97	10	-0.8	1
COc1cc(C(=O)Nc2cc(C)cc(C)c2)c(-n2cnnn2)cc1OC	1	-2	102	-1	98	-4	-2	99	-2	0.1	2
Cn1c(=O)c2c(ncn2CC(=O)OCC(=O)Nc2ccc(Cl)cc2)n(C)c1=O	3	-1	89	-4	102	0	-5	101	-3	0.1	0
O=C(C1CCCN(Cc2ccccc2)C1)N1CCc2ccccc2C1 (stereo not drawn)	1	-7	100	-3	103	-2	-7	100	-9	0.9	-2

(continued)
structure	ABCG2 inh	Bim-Bcl-XL	RGS8-Gao reg	Bcl-2 Bim block	RGS7-Gao	Bim-Bfl-1	Bcl-B Bim block	RGS4-Gao reg	Bcl-W Bim block	ABCB1 block	Bim-Mcl-1
CC(=O)NNc1ncnc2c1cnn2-c1ccccc1	2	-2	98	-6	102	-5	-4	100	-6	0.3	-4
NC(=O)COc1ccc(C2c3c(oc4ccccc4c3=O)C(=O)N2CC2CCCO2)cc1 (stereo not drawn)	0	-4	95	0	98	-3	-3	97	-6	0.0	-3
COc1ccc(C(=O)NC(=S)Nc2ccc3oc(=O)ccc3c2)cc1	0	-5	93	-2	94	0	-5	88	-2	-0.1	-3
Cc1ccc(NC(=O)C(=O)Nc2ccccn2)cc1	9	-4	102	1	99	0	-3	101	-2	0.7	-2
COC(=O)C1=C(C)NC(=O)/C1=C\c1cc(C)n(-c2cccc(C)c2)c1C	11	0	95	-1	96	8	0	96	0	4.6	-1
COc1ccc(/C=C/C(=O)Nc2ccc(-c3nnc4n3CCCCC4)cc2)c(OC)c1	-6	-7	103	-3	101	-2	-6	102	-1	-0.9	-2

Reformatted: entries from further up
Below each compound – ABCG2 inh, Bim-Bcl-XL, RGS8-Gao reg, Bcl-2 Bim block, RGS7-Gao, Bim-Bfl-1, Bcl-B Bim block, RGS4-Gao reg, Bcl-W Bim block, ABCB1 block, Bim-Mcl-1
- Cc1ccc(NC(=O)C(=O)Nc2ccccn2)cc1
→ 9, -4, 102, 1, 99, 0, -3, 101, -2, 0.7, -2
- COC(=O)C1=C(C)NC(=O)/C1=C\c1cc(C)n(-c2cccc(C)c2)c1C
→ 11, 0, 95, -1, 96, 8, 0, 96, 0, 4.6, -1
- COc1ccc(/C=C/C(=O)Nc2ccc(-c3nnc4n3CCCCC4)cc2)c(OC)c1
→ -6, -7, 103, -3, 101, -2, -6, 102, -1, -0.9, -2
